High-throughput results deposited in PubChem by several laboratories.
Ba/F3 V617F tox = lowers viability of Ba/F3 cells expressing EpoR and JAK2V617F; ATP luminescence; inhibition, % at 5.6 µM; hit rate 1.1% among 220,000;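 active = inhibition above the campaign mean plus 3 SD over all tested compounds, cut at about 24% in these data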;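 note: cytokine-independent growth of Ba/F3 cells driven by EpoR plus mutant JAK2; 0% = DMSO-treated cells and 100% = JAK inhibitor I control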
EP2 mod = EP2 receptor (human) modulation. EP2-expressing cells, cAMP HTRF FRET, PGE2 co-stimulation. induction, % at 25 µM. hit rate 0.83% among 260,000. AID 940;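 active = compounds whose cAMP rise, as percent of the full-agonist control response, exceeds 60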;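 note: rat C6 glioma line stably carrying human EP2 under a CMV promoter; the protocol text gives 20 µM as final concentration; 100% = response of wells given 1 µM PGE2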
Target sequence (P43116 whole entry, looked up): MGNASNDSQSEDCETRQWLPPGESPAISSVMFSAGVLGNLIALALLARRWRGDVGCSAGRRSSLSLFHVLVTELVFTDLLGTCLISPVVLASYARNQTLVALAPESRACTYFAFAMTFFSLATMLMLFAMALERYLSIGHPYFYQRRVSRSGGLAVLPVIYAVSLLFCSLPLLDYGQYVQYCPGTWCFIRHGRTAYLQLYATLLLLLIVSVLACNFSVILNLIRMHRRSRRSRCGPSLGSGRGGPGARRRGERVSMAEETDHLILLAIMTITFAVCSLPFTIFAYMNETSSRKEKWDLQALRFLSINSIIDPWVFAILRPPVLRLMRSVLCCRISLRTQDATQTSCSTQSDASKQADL
S1P4 antag = antagonists of human S1P4 receptor | O95977 | S1P4-expressing cells, antagonist mode, reporter read-out | inhibition, % at 4.98 µM | hit rate 0.26% among 220,000; in the data active = inhibition above about 29%;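 note: 0% = wells stimulated with agonist and 100% = vehicle wells without agonist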
TRPML3 ag = activates the human TRPML3 channel; HEK293 TRPML3-YFP, Fluo-8 calcium fluorescence; 100% = the carbachol control signal; hit rate 0.29% among 220,000; activation, % at 3 µM; Q8TDD5;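 active = activation above its plate's cutoff, the mean activation of the plate's test wells plus 3 SD, cut at about 12% in these data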;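 note: 0% = DMSO only wells and 100% = carbachol wells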
Target sequence (Q8TDD5 whole entry, looked up): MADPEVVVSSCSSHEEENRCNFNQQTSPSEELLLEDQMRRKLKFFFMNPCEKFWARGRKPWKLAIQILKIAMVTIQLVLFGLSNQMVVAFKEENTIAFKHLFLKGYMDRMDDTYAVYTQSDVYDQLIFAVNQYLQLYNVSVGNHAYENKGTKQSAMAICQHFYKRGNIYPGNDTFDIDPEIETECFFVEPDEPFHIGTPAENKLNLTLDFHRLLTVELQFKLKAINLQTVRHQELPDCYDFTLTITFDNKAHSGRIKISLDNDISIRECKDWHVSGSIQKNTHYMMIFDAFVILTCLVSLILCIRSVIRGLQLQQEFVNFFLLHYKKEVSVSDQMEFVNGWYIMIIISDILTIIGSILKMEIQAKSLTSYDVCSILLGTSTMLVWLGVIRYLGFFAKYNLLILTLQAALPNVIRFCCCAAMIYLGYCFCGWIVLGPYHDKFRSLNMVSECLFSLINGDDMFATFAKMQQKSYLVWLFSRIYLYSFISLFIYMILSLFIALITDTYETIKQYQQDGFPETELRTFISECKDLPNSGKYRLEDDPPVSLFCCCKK
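Material: HEK293 cells stably carrying human TRPML3-YFP; compound dosing: single dose, 3 µM final nominal compound, 0.3% DMSO final; incubation: 1-h 37 °C dye load, 5-s basal, 120-s post-compound reads; technique: Fluo-8 intracellular calcium fluorescence, excitation 470-495 nm, emission 515-575 nm; read-out basis: percent activation from peak-to-basal fluorescence ratio, scaled between DMSO and carbachol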
PERK inh = inhibitors of human PERK kinase | hit rate 0.17% among 220,000 | AID 1416 | Q9NZJ5 | inhibition, % at 5.6 µM | CHO PERK-DD fusion, SEAP luminescence translation reporter;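 active = inhibition above the mean inhibition of all tested compounds plus 3 SD, set separately per screening campaign, cut at about 2.9% in these data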;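 note: PERK kinase domain activated by AP20187 dimerizer at 100 nM; 0% = DMSO with dimerizer and 100% = rapamycin at 8.4 µM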
TRPN1 ag = agonists of zebrafish TRPN1 channel. HEK293 zebrafish TRPN1-YFP, Fluo-8 calcium fluorescence; 100% = response to 87 µM carbachol. hit rate 0.18% among 220,000. activation, % at 3 µM;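 active = activation above its plate's cutoff, the mean activation of test wells on that plate plus 3 SD, cut at about 19% in these data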;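 note: 0% = DMSO alone and 100% = 87 µM carbachol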
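System: zebrafish TRPN1-YFP in HEK293 cells / Dosing: 3 µM single point / Timing: dye loading 1 h at 37 °C, then 30 min room temperature / Signal: Fluo-8 calcium fluorescence, excitation 470-495 nm, emission 515-575 nm / Read-out basis: percent activation from peak over basal fluorescence ratio, control-normalized / Control set: high carbachol 87 µM, low DMSO alone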
S1P4 ag = activates the human S1P4 receptor; O95977; S1P4-expressing cell line, agonist reporter assay; activation, % at 4.98 µM; hit rate 0.35% among 220,000; AID 1509; in the data active = activation above about 11%;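 note: 0% = DMSO vehicle and 100% = reference agonist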
BaF3 tox = parental Ba/F3 viability inhibition as JAK2V617F counter-screen; hit rate 1.1% among 220,000; inhibition, % at 5.6 µM; AID 1486; CellTiter-Glo ATP luminescence;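 active = inhibition above a per-campaign cutoff, the mean inhibition of all tested compounds plus 3 SD, cut at about 27% in these data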;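 note: 0% = DMSO wells and 100% = JAK Inhibitor I control wells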
Calpain2 inh = inhibitors of pig calpain II; purified calpain II, fluorogenic peptide substrate, 30 min; inhibition, % at 16 µM; hit rate 0.37% among 220,000; AID 1236;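 active = inhibition above about 50%, limit read from the data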
The depositor's hits bear a star; & = joins results of further samples.

item	mol	Ba/F3 V617F tox	EP2 mod	S1P4 antag	TRPML3 ag	PERK inh	TRPN1 ag	S1P4 ag	BaF3 tox	Calpain2 inh
1	Cc1ccccc1OCC(O)Cn1c(SC(C)C)nc2c1c(=O)[nH]c(=O)n2C (configuration not stated)	4	35	-7	0.3	-1.2	1.0	-1.3	6	4
2	O=C(Nc1ccc(Cl)cn1)c1ccc(Br)c(S(=O)(=O)N2CCCCC2)c1	7	-28	4	1.3	0.4	1.0	1.5	9	30
3	COc1ccc(C(=O)CSc2nnc(CNc3ccc(C)cc3C)o2)cc1	-2	29	-20	0.5	2.2	-0.5	-0.7	3	1
4	Cc1ccc(C(=O)O/N=C/c2ccc3c(c2)OCO3)cc1	6	6	-6	0.1	-0.6	1.4	0.6	10	14
5	COc1ccc(C2C=C(C34CC5CC(CC(C5)C3)C4)NC(=S)N2)cc1OC (configuration not stated)	-4	-14	-10	1.0	-0.5	-0.7	-0.2	4	-37
6	CN1CCN(S(=O)(=O)c2cc([N+](=O)[O-])ccc2N/N=C/c2ccc(Cl)cc2)CC1	3	12	-8	0.5	1.3	0.5	-1.5	8	-53
7	O=[N+]([O-])c1ccc2c(c1)C(N1CCOCC1)/C(=C/C1(O)CCCCC1)O2 (configuration not stated)	3	21	-4	-0.2	-1.3	1.5	3.2	2	24
8	Cc1nn(-c2cccc(C(F)(F)F)c2)c(Cl)c1/C=N/Nc1cccc(C(=O)O)c1	-3	38	-7	0.1	0.3	2.7	-0.9	4	49
9	Cc1oc(S(=O)(=O)N2CCCCC2)cc1NC(=O)Nc1ccc(Cl)cc1	-4	-52	-5	4.3	0.3	9.7	0.3	1	-15
10	CCONC(=NC)c1nonc1N	0	22	-32	0.9	1.4	0.6	0.3	2	23
11	CCc1ccc(NC(=O)c2cnn3ccccc23)cc1	2	-1	-20	0.8	-0.3	-0.1	-0.4	5	-15
12	Cc1ccc(S(=O)(=O)Nc2ccccc2CNc2ccc(Br)cn2)cc1	3	21	3	1.1	-1.3	0.1	-0.6	13	5
13	CCCCn1c(NS(=O)(=O)c2ccccc2)c(S(=O)(=O)c2ccc(C)cc2)c2nc3ccccc3nc21	5	48	10	0.6	0.3	0.3	1.8	17	-318
14	CCc1[nH]nc2c1C(c1cccnc1)C(C#N)=C(N)O2 (configuration not stated)	2	0	-15	0.7	-0.3	1.2	-0.4	5	8
15	Cc1cccc(C)c1NC(=O)CSc1nc2ccccc2c(=O)[nH]1	1	22	7	-0.2	-0.4	0.5	-0.9	2	-6
16	Cc1ccc(C(NC(=O)c2ccccc2)C(Cl)(Cl)Cl)cc1 (configuration not stated)	3	-66	-15	-0.8	-1.2	-1.3	0.3	9	14
17	Cc1ccc(C(=O)Nc2nc(=O)n(C(=O)C3CC3)s2)cc1	-3	4	2	0.2	0.4	2.4	-0.8	5	6
18	COc1ccc(/C=C/C(=O)N(Cc2cccs2)C2CCS(=O)(=O)C2)cc1 (configuration not stated)	-3	-4	-3	0.2	-0.9	0.9	-0.4	1	-308
19	C/C(=N\NC(=O)CCCCCNC(=O)c1ccccc1)c1ccccc1O	-1	20	-4	-0.9	0.6	-0.3	0.0	3	-8
20	COC(=O)CC1=NC(=O)CS1	-2	5	-15	1.2	0.5	-0.3	0.6	2	-30
21	Nn1cnnc1SCC(=O)N(C1CCCCC1)C1CCCCC1	2	-15&-5	-4	0.9	0.8	-0.4	-0.1	5	-37
22	COc1ccc(-c2nc3cc([N+](=O)[O-])ccc3o2)cc1OC	1	-26	-8	0.7	-0.2	0.2	-1.4	7	-20
23	O=c1c2c(nc3cc(-c4ccccc4Cl)[nH]n13)CCS2	-1	-21	-5	-0.1	0.6	-1.0	0.5	2	31
24	O=C(/N=C1/c2ccccc2CN1c1ccccc1)Nc1ccccc1	-1	4	-20	0.1	0.7	0.3	2.9	5	5
25	COc1ccc(CNC(=O)COC(=O)c2cncc(Br)c2)cc1	5	-3	10	-0.6	0.0	-0.5	-1.4	11	13
26	Cc1ccc(-c2cc(-c3ccc(F)cc3)c(C#N)c(N)n2)o1	0	35	5	-0.5	-0.6	0.9	0.7	1	-377
27	C=CCSc1cc(C)nc2c(-c3ccccc3)cnn12	4	-4	15	0.2	0.1	1.0	-0.2	1	-11
28	CC(=O)NC(C)c1nc2ccccc2n1CC(=O)NC(C)CCc1ccccc1 (configuration not stated)	2	8	22	-0.5	-0.7	0.4	-2.9	3	2
29	Cc1ccc(C2CC(c3cccc(C)c3)n3nc(N)nc3N2)cc1 (configuration not stated)	-1	-7	2	1.3	-0.2	4.8	-0.4	4	-29
30	CC(C)(C)C1CCc2c(sc(NC(=O)CSc3nnc(-c4ccccc4)o3)c2C#N)C1 (configuration not stated)	2	38	6	0.1	-0.3	0.3	-0.5	7	-107
31	CCOC(=O)c1ccoc1CSCC(=O)N1CCN(S(=O)(=O)c2ccc(C)cc2)CC1	-1	-17	-19	0.8	-0.1	-0.1	1.0	5	-5
32	CCC(CC)NC(=O)COC(=O)CCC(=O)c1cccs1	0	14	-8	0.6	0.6	0.2	-0.8	5	-8
33	COc1ccc(-n2c(Cn3nnc4ccccc43)nnc2SCC(=O)O)cc1	-3	23&-10	-3	1.1	0.4	1.1	-0.8	-1	13
34	CN(C)c1nc(-c2ccccc2)nc(-c2ccc(Cl)cc2)c1C#N	0	23	-6	0.5	-0.5	0.7	-0.2	6	-10
35	Cn1c(COc2ccccc2)nnc1SCc1nc2ccccc2[nH]1	1	8	-3	0.0	-0.4	0.1	0.1	-2	1
36	O=C(c1ccc(Cl)cc1)[C@@H]1[C@@H]2C(=O)N(c3ccccc3)C(=O)[C@@H]2C2c3ccccc3C=NN21 (some centres not stated)	-3	-5	-4	2.6	-1.2	4.6	0.0	-2	-20
37	COC(=O)c1c(NC(=O)CN2CCOCC2)sc2c1CCC(C)C2 (configuration not stated)	5	61*	-5	0.0	-0.8	1.6	-0.4	9	-53
38	CC(C)C(NC(=O)c1ccccc1F)C(=O)OCC(=O)c1ccc(F)cc1 (configuration not stated)	-2	-91	-18	0.7	0.8	1.9	3.6	5	5
39	CC(C)c1ccc(CC(NC(=O)c2ccccc2)C(=O)NCC(=O)O)cc1 (configuration not stated)	-2	-12	14	0.9	0.1	0.3	-2.8	2	-11
40	C=CCOC(=O)CCC(=O)Nc1cc(OC)nc(OC)n1	-1	2	-15	-0.2	-1.0	0.2	-1.9	6	12
41	CCn1c(C)nc2c(=O)oc3ccccc3c21	0	10	-1	0.3	0.7	0.6	-0.3	3	5
42	COc1ccc(C2CC(c3c(O)cc(C)oc3=O)=NCCS2)c(OC)c1 (configuration not stated)	-3	-11	-7	0.8	-0.2	0.5	-1.1	1	9
43	CC1Sc2ccc(Cl)cc2-c2nc(N)ncc21 (configuration not stated)	6	7	-20	-1.3	0.7	-2.4	-0.6	3	-6
44	Cc1cc(C)c(S(=O)(=O)n2ccc(-c3ccc(OCCN(C)c4ccccn4)cc3)n2)c(C)c1	-2	-19	-2	1.1	-0.4	-0.4	1.1	8	-14
45	COc1cccc(CN2CCN(C(=S)NCc3ccc(Cl)cc3)CC2)c1	2	-57	25	2.9	-0.7	6.1	3.9	7	18
46	Cc1cc(C)c2c(c1)/C(=c1/sc3n(c1=O)CN(c1ccccc1)CN=3)C(=O)N2	-4	-3	-1	1.0	-0.9	1.7	-0.5	-1	-83
47	Brc1ccc(N=C/C=C/C=C/Nc2ccc(Br)cc2)cc1	3	6	-7	0.4	1.6	1.8	-0.3	9	0
48	O=C(Cn1nnc(-c2ccccc2F)n1)Nc1ccc(S(=O)(=O)NC2CCCC2)cc1	-3	-14	8	-1.0	1.6	-0.4	-0.3	-1	2
49	O=C(CC1N=C2c3ccccc3N=C(SCc3ccc(Cl)cc3)N2C1=O)NCc1ccco1 (configuration not stated)	-1	11	1	-1.0	-0.8	0.6	-0.7	1	-275
50	CCCn1c(CN2CCN(C)CC2)nc2ccccc21	-2	18	2	0.9	-0.1	-0.9	-3.6	3	-5

(further entries)
item	mol	Ba/F3 V617F tox	EP2 mod	S1P4 antag	TRPML3 ag	PERK inh	TRPN1 ag	S1P4 ag	BaF3 tox	Calpain2 inh
51	CCN(c1ccccc1)c1nc2ccsc2c(=O)s1	5	28	2	-0.6	-1.0	-1.8	0.9	8	25
52	Cc1ccc(C)c(S(=O)(=O)N/N=C2/CCCc3ccccc32)c1	6	-8	5	0.8	0.9	0.6	-0.2	7	41
53	O=C(c1cc2c(cc1Br)OCCCO2)N1CCCCC1	0	16	-3	0.2	-0.5	-0.9	-1.0	5	-2
54	CC(Nc1n[nH]c(=O)[nH]c1=O)C(=O)N/N=C/c1cccs1 (configuration not stated)	2	26	-3	1.1	-0.9	1.5	0.2	5	-1
55	CCOC(=O)CN1C(=O)C(Sc2n[nH]c(-c3ccc(C)cc3)n2)CCc2ccccc21 (configuration not stated)	-3	13	-4	-1.0	-1.2	-2.2	0.3	7	21
56	COc1ccc(C(=O)NCc2ccc3[nH]c(C)cc3c2)cc1OC	-1	-73	4	0.3	-0.3	1.6	0.1	2	-20
57	CCOc1cc2c(cc1/C=C1/NC(=O)N(CC(=O)OC)C1=O)OCO2	-2	1	-28	0.1	0.4	-1.0	1.7	2	-28
58	COc1ccc(CN2C(=O)NC3(CCCC3)C2=O)cc1F	0	2	-9	0.3	1.0	-0.3	0.3	0	6
59	CCOC(=O)C1=C(NC(=S)NC(=O)c2ccccc2)c2ccccc2CC1(C)CC (configuration not stated)	1	-5	-10	0.7	-1.7	3.3	0.1	5	33
60	O=C(CN1C(=O)c2ccccc2S1(=O)=O)N1CCOCC1	-5	10	-7	0.8	1.2	0.5	0.2	0	4
61	Cc1ccc(-c2nn(CCC(=O)NCC3CCCO3)c(=O)c3ccccc23)cc1 (configuration not stated)	3	3	0	0.1	-0.7	-1.1	-0.3	1	2
62	O=c1[nH]c2ccccc2n1CCCN1CCN(C(c2ccccc2)c2ccccc2)CC1	-3	45&42	-19	-0.4	-1.7	-2.1	-0.8	3	-7
63	Cc1cc(C)cc(NC(=O)NCc2nnc(SCc3ccccc3)n2C)c1	4	-21	-8	-1.2	-1.5	-0.6	0.8	4	-13
64	CC1CCN(CCCCOc2ccc(Br)cc2)CC1	0	-15	-3	1.4	-0.5	-0.3	0.8	12	16
65	O=C(Nc1cccc(C(F)(F)F)c1)C12CC3CC(CC(C3)C1)C2	0	-66	-6	0.1	-0.2	-0.5	2.6	0	-7
66	CC(C)Cn1c(C(C)C)nc([N+](=O)[O-])c1S(=O)(=O)c1ccc(F)cc1	13	10	-4	-0.3	0.7	-1.7	0.6	6	14
67	Cc1nn(-c2ccccc2)c(Cl)c1/C=N/O	2	28	-1	0.1	0.6	-1.0	0.3	0	23
68	Nc1nonc1-c1nc2ccccc2n1CC(=O)N1CCN(c2ccc(F)cc2)CC1	-1	18	-6	0.3	-1.1	-0.6	-0.5	3	-30
69	NC(=O)c1oc2ccccc2c1NC(=O)c1nc2ccccc2s1	2	-2	-13	0.0	0.0	0.2	0.7	8	-84
70	Cc1cc(C(=O)Nc2ccc(F)cc2C)n(-c2ccccc2)n1	-1	19	-13	-0.1	-0.1	0.2	-0.6	-6	-15
